Source: PubChem BioAssay (National Center for Advancing Translational Sciences (NCATS))
GLS inhibitor = glutaminase GLS (human) inhibition; O94925; GLS enzymatic activity, qHTS titration; Potency, µM (doses to about 45.5 µM), for the others: at the highest dose activity change, negative = inhibition, usual class: inhibitors; 0.21% of 410,000 active; active means well fitted inhibition curve with a large enough effect; inconclusive means small, poorly fitted or top-dose-only effect, or another doubt; inactive means no such curve, though single readings can be large or run the other way
Target sequence (O94925 whole entry, looked up): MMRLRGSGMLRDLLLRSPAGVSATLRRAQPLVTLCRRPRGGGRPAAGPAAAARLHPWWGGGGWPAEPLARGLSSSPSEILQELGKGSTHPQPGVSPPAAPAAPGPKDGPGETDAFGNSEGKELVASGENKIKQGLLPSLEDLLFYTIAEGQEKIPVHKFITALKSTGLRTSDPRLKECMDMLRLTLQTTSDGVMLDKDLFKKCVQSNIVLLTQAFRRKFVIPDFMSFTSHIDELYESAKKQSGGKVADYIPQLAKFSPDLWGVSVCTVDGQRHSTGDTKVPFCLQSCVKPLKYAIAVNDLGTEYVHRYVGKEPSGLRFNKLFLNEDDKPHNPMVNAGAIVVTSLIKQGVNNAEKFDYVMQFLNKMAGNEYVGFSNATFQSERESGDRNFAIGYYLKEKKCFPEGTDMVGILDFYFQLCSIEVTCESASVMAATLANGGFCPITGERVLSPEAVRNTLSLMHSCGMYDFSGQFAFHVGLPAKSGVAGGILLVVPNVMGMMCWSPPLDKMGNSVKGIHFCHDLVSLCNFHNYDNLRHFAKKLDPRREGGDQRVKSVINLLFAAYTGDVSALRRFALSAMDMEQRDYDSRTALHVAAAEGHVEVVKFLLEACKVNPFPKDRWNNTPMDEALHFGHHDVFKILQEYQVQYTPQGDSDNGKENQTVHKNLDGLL
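Two-point fluorescence kinetic (t0, 30 min RT) for hKGA; glutamate detected via glutamate oxidase–HRP–Amplex Red. Substrate: 1 mM L-glutamine solution; buffer 45 mM KH2PO4, pH 8.2.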
An asterisk follows results filed as active; u = inconclusive; [ ] = dose if it differs, or a comment. On the % scale 0 is the no-effect control and ±100 the full control effect; potency means the concentration at half of the fitted maximal effect.

Compound,GLS inhibitor
CCOCCC(=O)Nc1ccc2c(c1)c(=O)n(C)n2Cc1cccc(C(F)(F)F)c1,-2.1%
Cc1ccc(S(=O)(=O)N2C[C@H]3[C@H]4C(=O)N(c5ccccc5)C(=O)[C@H]4CC(=O)[C@H]3[C@@H]2c2ccccc2)cc1,-14.0%
COC(=O)N1CCCCC1c1cc(C(=O)N2CCOCC2)no1 (configuration not stated),0.2%
O=C(NCc1ccccc1Cl)[C@H]1CCCN1C(=O)[C@H]1CCCN1C(=O)c1cccs1,-3.8%
O=[N+]([O-])c1ccc(C=Nc2ccccc2)cc1,20.6%
CC(C)c1cccc(-c2csc(C(O)c3ccc(F)c(F)c3)n2)c1 (configuration not stated),19.4%
O=C1CCCCC(=O)[C@H](O)C[C@H](COCc2ccccc2)O1,u
COc1ccc(CN2C(=O)c3ccccc3C2c2nnnn2Cc2ccccc2)cc1 (configuration not stated),7.3%
CC(C)Oc1cc(F)ccc1-c1cc(C(=O)NCC2CCCCC2)[nH]n1,-1.1%
CC(C)NC(=O)C1(C)CCCN1Cc1ccccc1 (configuration not stated),-15.6%
COc1cccc(C(O)c2ncc(-c3ccc(C(F)(F)F)cc3)[nH]2)c1 (configuration not stated),-0.3%
CC(C)COC(=O)N1CCCC(c2cc(C(=O)Nc3ccccc3Cl)no2)C1 (configuration not stated),4.1%

Going on with the list.
Compound,GLS inhibitor
OCc1ccccc1-c1ccc2nccn2c1,-18.9%
CN(Cc1ccccc1)C(=O)c1ccc(Nc2nc(CN)cs2)nc1,10.6%
CC(C)C[C@@H](COCc1cccc(Cl)c1)N1CCN(C(=O)c2ccc(C(F)(F)F)cc2)CCC1=O,0.5%
COc1ccc(-c2csc(C(O)c3ccc(F)c(F)c3)n2)cc1 (configuration not stated),-0.7%
CCc1nc2ccc(C(=O)NCCOc3ccc(OC)cc3)cn2c1N(C)Cc1ccc(N(C)C)cc1,25.6%
Cn1ccc2c(-c3cncc4ccccc34)cc3c(c21)C1CCC3C1 (configuration not stated),-1.5%
CCc1ccc2c(c1)NC(=O)C2(C)Cc1ccc(C(F)(F)F)nc1 (configuration not stated),15.0%
CCc1ccc([C@@H]2CC(=O)[C@@H]3CN(S(=O)(=O)c4ccc(Cl)cc4)[C@H](c4ccc(C)cc4)C[C@@H]3N2S(=O)(=O)c2ccc(C)cc2)cc1,-7.4%
CC(C)N1CCC(C)(C(=O)Nc2ccccc2Oc2ccccc2)C1 (configuration not stated),-22.7%
COc1ccc2[nH]c3c(c(=O)c2c1)CCCC3,1.5%
CCN(C)C1CN(Cc2cn(Cc3ccc(F)cc3)nn2)S(=O)(=O)C1 (configuration not stated),3.3%
OC(c1cc(Cl)cc(Cl)c1)c1ncc(-c2cccc(F)c2)[nH]1 (configuration not stated),-1.5%

(continued)
Compound,GLS inhibitor
CC(C)NC(=O)C1(C)CCN1C(=O)C(c1ccccc1)c1ccccc1 (configuration not stated),-4.2%
COc1ccccc1CNc1nc(NCc2ccc(C)cc2C)c2sccc2n1,2.0%
CC1(C(=O)NCCc2c[nH]c3ccccc23)CCN1CC1CCCCC1 (configuration not stated),10.1%
CCc1nc2ccc(C(=O)NCCCN3CCCC3=O)cn2c1N(CC)C(C)=O,-12.2%
CCc1nc2ccc(C(=O)NCCCn3ccnc3)cn2c1N(C)C(=O)COc1ccccc1,-14.2%
CCNC(=O)c1cc2c(c(-c3cccc(-c4ccccc4F)c3)n1)[C@@H](CCO)N(C(=O)CC1CC1)C2,2.5%
Nc1nc(=O)n(C2OC(CO)C(O)C2O)cc1F (configuration not stated),-2.4%
COc1ccc(-c2ccc(C(=O)NCc3ccc(N(C)C)cc3)c3occc23)c(C)c1,32.5%[activator]
CCOC(=O)[C@]12CCC=C1N(Cc1ccccc1)C(=O)[C@H](CC(=O)NCCC(C)C)C2,3.6%
CC1(C(=O)NS(=O)(=O)c2cccc(F)c2)CCN1C(=O)C1CCCCC1 (configuration not stated),4.2%
COc1cc(NC(=O)[C@@H]2O[C@H](CO)[C@@H](O)[C@H]2O)cc(OC)c1OC,-2.5%
Cc1cc(C)cc(CC(=O)N2CCC2(C)C(=O)NS(=O)(=O)c2ccc(C#N)cc2)c1 (configuration not stated),-1.8%

Reformatted with each value named: 4 of the compounds above
Cc1cc(C)cc(CC(=O)N2CCC2(C)C(=O)NS(=O)(=O)c2ccc(C#N)cc2)c1 (configuration not stated)
  GLS inhibitor: -1.8%

CC1(C(=O)NCCc2c[nH]c3ccccc23)CCN1CC1CCCCC1 (configuration not stated)
  GLS inhibitor: 10.1%

CCOC(=O)[C@]12CCC=C1N(Cc1ccccc1)C(=O)[C@H](CC(=O)NCCC(C)C)C2
  GLS inhibitor: 3.6%

CC1(C(=O)NS(=O)(=O)c2cccc(F)c2)CCN1C(=O)C1CCCCC1 (configuration not stated)
  GLS inhibitor: 4.2%

Following part:
Compound,GLS inhibitor
CC(C)(C)n1nnnc1C(c1cc2ccccc2o1)N1CCOCC1 (configuration not stated),2.9%
COc1cccc(CN2CCC2(C)C(=O)Nc2cccc3cccnc23)c1OC (configuration not stated),1.2%
CCc1nc2ccc(C(=O)Nc3cccc(OCC(=O)N(C)C)c3)cn2c1N(C)Cc1cc2ccccc2s1,4.9%
CCCNC(=O)C1(C)CCCN(Cc2ccc3c(c2)OCO3)C1 (configuration not stated),7.8%
COc1cccc(C(C)(O)c2nc(-c3cnn(C)c3)cs2)c1 (configuration not stated),4.4%
Cc1ccc(F)c(S(=O)(=O)NC(=O)C2(C)CCN2C(=O)C2(c3ccc(Cl)cc3)CC2)c1 (configuration not stated),16.3%
CC1(C(=O)Nc2ccc(Cl)c(Cl)c2)CCN1Cc1cc2ccccc2o1 (configuration not stated),-0.5%
OC(c1ccco1)c1nc(-c2ccc(F)c(Cl)c2)cs1 (configuration not stated),11.3%
Cc1cc(C(=O)N2CCCC(C)(C(=O)NS(=O)(=O)C3CC3)C2)nn1C(C)(C)C (configuration not stated),6.1%
Cc1ccc(NC(=O)C2(C)CCN2Cc2ccccc2OC(F)F)cc1 (configuration not stated),31.0%[activator]
CC(C)n1nnnc1C1c2ccccc2C(=O)N1Cc1ccco1 (configuration not stated),6.6%
Cn1ccc2c(-c3ccccc3F)cc3c(c21)C1CCC3C1 (configuration not stated),0.8%

More entries:
Compound,GLS inhibitor
CCNC(=O)C1(C)CCCN(C(=O)c2ccc(C(F)(F)F)nc2C)C1 (configuration not stated),2.2%
CC(=O)c1ccc(-c2cnc3c(NC=O)cc(-c4ccc(C(=O)N5CCOCC5)cc4)cn23)cc1,-0.8%
CSc1ccc(OC2(C)CCN(Cc3ccc(OC(C)C)cc3)C2)cc1 (configuration not stated),18.4%
C[C@@H](NC(=O)[C@@H]1CCCN1C(=O)[C@@H]1CCCN1C(=O)c1ccccc1)c1ccccc1,-15.5%
CCc1nc2ccc(C(=O)N3CCN(C(=O)c4ccco4)CC3)cn2c1N(C=O)Cc1ccc(OC)cc1,-10.5%
N#Cc1cccc(NC(=O)c2cc(C3CCCCN3C(=O)c3ccccc3)on2)c1 (configuration not stated),2.5%
CCc1nc2c(OCC(=O)C(C)(C)C)cccn2c1N(C=O)Cc1ccc(OC)cc1,-6.6%
CCc1nc2c(OCc3ccc(OC(F)F)cc3)cccn2c1N(C)C(=O)c1ccc(OC)cc1,-6.0%
O=C(c1cc(C2CCCCN2S(=O)(=O)c2ccc(F)cc2F)on1)N1CCOCC1 (configuration not stated),-0.5%
O=C(Nc1ccccc1)c1cc(C2CCCN(C(=O)c3ccccc3)C2)on1 (configuration not stated),u
Cc1cc(C)c(CN2CCN(C(=O)CC[C@H]3O[C@@H](n4cnc5c(NC(=O)c6ccccc6)ncnc54)[C@H](O)[C@@H]3O)CC2)c(C)c1,-0.6%
CC1(C(=O)NS(=O)(=O)c2cccc(C#N)c2)CCN1C(=O)CC1CCCC1 (configuration not stated),8.2%

Continued.
Compound,GLS inhibitor
CC(C)C[C@H]1COc2cccc(N3CCC[C@@H]3CO)c2S(=O)(=O)N1,10.2%
COc1cccc(C(O)c2nc(-c3ccccc3C)cs2)c1 (configuration not stated),4.6%
COC(=O)N1CCC2CC1c1c(Cl)cccc12 (configuration not stated),-3.8%
CCOC(=O)C1(C)CCCN(C(=O)c2ccc(C#N)cc2)C1 (configuration not stated),3.7%
OC[C@H]1O[C@@H](c2nc(-c3ccccc3Br)no2)[C@H](O)[C@@H]1O,-4.8%
N#Cc1ccc(OCc2c(-c3ccccc3)nnn2CC(=O)O)cc1,1.8%
CC(O)(c1cccc(F)c1)c1nc(-c2cc3ccccc3o2)cs1 (configuration not stated),-9.1%
Cn1nnnc1SCC1=C(C(=O)O)N2C(=O)[C@@H](NC(=O)[C@H](OC=O)c3ccccc3)[C@H]2SC1,22.4µM*
O=C(NC1CCCCC1)C1c2ccccc2OCC(=O)N1CCc1ccccc1 (configuration not stated),5.5%
O=c1cc(CN2CCCCC2)c2c(ccc3ccccc32)o1,4.3%
CCCCC[C@@H]1CCCCC[C@H](O)C[C@@H](O)[C@@H](O)/C=C/C(=O)O1,3.3%
COc1ccccc1Cc1c(-c2ccc(F)cc2)nc2cc(C)c(Br)c(C)n12,2.0%

Pulled one by one from the list above, two records:
Compound,GLS inhibitor
COc1cc(NC(=O)[C@@H]2O[C@H](CO)[C@@H](O)[C@H]2O)cc(OC)c1OC,-2.5%
COc1ccc(CN2C(=O)c3ccccc3C2c2nnnn2Cc2ccccc2)cc1 (configuration not stated),7.3%

Next structures.
Compound,GLS inhibitor
CCc1nc2ccc(C(=O)N(C)CCCN(C)C)cn2c1N(C)CCCc1ccccc1,10.7%
COc1ccc(CNC(=O)c2cn(Cc3ccccc3OC)c(=O)s2)cc1,0.5%
COc1cc(-c2coc3c(C(=O)NCc4cccc(Cl)c4)cccc23)ccc1O,-6.6%
Cc1ccccc1-c1cc2nc(NCc3ccccc3)n(C)c(=O)c2s1,5.8%
CC(C)C[C@H]1CN(CCCC[C@H]2CNC(=O)C(=O)N2CCc2ccccc2)C(=O)C(=O)N1CCc1ccc(O)cc1,9.4%
CCC(c1nnnn1-c1c(C)cccc1C)N1CCN(c2cccc(C(F)(F)F)n2)CC1 (configuration not stated),4.0%
NC(Cc1ccc(Cl)cc1)c1csc(Nc2cc(NCCCO)ncn2)n1 (configuration not stated),-12.3%
Nc1[nH]c(C(=O)c2ccccc2)c(-c2ccccc2Br)c1C(=O)NCCc1c[nH]c2ccccc12,4.4%
Nc1cccc(-c2cncc(N3CCN(Cc4ccccn4)CC3)n2)c1,3.1%
CC(C)C[C@@H](CN1CCC[C@H]1CN1C(=O)C(=O)NC[C@@H]1Cc1ccccc1)N1C[C@H](Cc2ccccc2)N(CC2CCCCC2)C(=O)C1=O,19.4%
C[C@@H]1COc2cccc(N3CCN(Cc4ccccc4F)CC3)c2S(=O)(=O)N1,5.0%
OC[C@@H]1CN(Cc2ccc(Cl)cc2)C[C@H](n2cnc3c(NC4CCCC4)ncnc32)O1,0.4%

Remaining list, next part
Compound,GLS inhibitor
N#Cc1cccc(NC(=O)c2cc(C3CCCCN3S(=O)(=O)c3cccc4cccnc34)on2)c1 (configuration not stated),1.1%
OC(c1ccc(F)cc1)c1ncc(-c2ccccc2Cl)[nH]1 (configuration not stated),1.0%
COc1ccc(NC(=O)c2cc(-c3cc(F)ccc3OC)n[nH]2)c(C)c1,-13.7%
Nc1[nH]c(C(=O)c2ccccc2)c(-c2ccncc2)c1C(=O)NCCc1c[nH]c2ccccc12,5.8%
O=C1c2ccccc2C(c2nnnn2-c2ccc3ccccc3c2)N1C1CC1 (configuration not stated),3.1%
CC1(C(=O)Nc2ccc3c(c2)OCO3)Cc2c(-c3cccc(C(N)=O)c3)ccnc2O1 (configuration not stated),4.2%
CC1(C(=O)NS(=O)(=O)c2ccc(F)cc2F)CCN1C(=O)Cc1ccc(-c2ccccc2)cc1 (configuration not stated),3.0%
CCCC/C=C/c1cccc2nncn12,4.2%
CCO/C(C)=N/Oc1cc(OC)cc(OC)c1,0.2%
Cc1cccc(C)c1-n1nnnc1C(c1ccnc2ccccc12)N(Cc1ccccc1)Cc1ccccc1 (configuration not stated),-2.0%
CC1=C(C(=O)N2CCCCCC2)CC(CC(=O)NC2CCCC2)C(=O)N1Cc1ccc(C(C)(C)C)cc1 (configuration not stated),-4.8%
CC(C)C[C@H](NC(=O)/C=C/[C@H]1O[C@@H](n2ccc(=O)[nH]c2=O)[C@H](O)[C@@H]1O)C(=O)O,u

Next section
Compound,GLS inhibitor
CC1(C(=O)NCc2cccc3ccccc23)CCN1Cc1ccccc1OC(F)F (configuration not stated),-3.3%
COc1ccccc1-c1ccc2c(c1)C(C)(Cc1cccc(C#N)c1)C(=O)N2 (configuration not stated),6.3%
CCC(c1nnnn1-c1ccc2c(c1)OCCO2)N1CCN(CCN2CCOCC2)CC1 (configuration not stated),6.3%
CCCNC(=O)c1cc(C2CCCN(C(=O)c3ccc(NC(C)=O)cc3)C2)on1 (configuration not stated),1.1%
COc1cccc(NC(=O)C2(C)CCN2C(=O)Cc2ccc(C(C)C)cc2)c1 (configuration not stated),-1.1%
COc1ccc(CNC(=O)c2ccc(-c3cnn(C)c3)c3ccoc23)cc1OC,7.2%
C[C@H](NC(=O)CC[C@H]1O[C@@H](n2ccc(=O)[nH]c2=O)[C@H](O)[C@@H]1O)C(=O)O,23.2%
CCCCCCCCC(c1nc2ccccc2[nH]1)N1CCN=C(c2ccccc2)C1=O (configuration not stated),1.6%

A portion of the library; count on the stated rates, not on these rows.
